High-throughput results deposited in PubChem BioAssay by Southern Research Specialized Biocontainment Screening Center.
K1F lysis inhibition: inhibition of K1F phage lysis, E. coli UTI89, bacterial capsule biogenesis inhibitors, alamar blue (AID 488966); E. coli UTI89 K1F phage lysis, alamar blue, 2 h; higher % means a stronger effect; inhibition, % at 100 µM, or IC50 in µM where a hit was titrated; hit rate 0.02% among 340,000;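 active = phage lysis inhibition, versus mean bacterial control, above a set limit; inconclusive = no clear call, values can overlap the other calls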;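 also: capsule biogenesis inhibitors block K1F phage lysis so surviving cells raise fluorescence; higher fluorescence means more inhibition of phage lysis; actives were called in the ten point dose series up to 300 µM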
NS5 inhibitors: Dengue-2 NS5 methyltransferase inhibitors, primary screen, biochemical, confirmation dose response (AID 588689); Dengue-2 NS5 methyltransferase capping enzyme assay, biochemical; higher % means a stronger effect; inhibition, % at 25 µM, or IC50 in µM where a hit was titrated; hit rate 0.3% among 340,000; in the data active = a potency from the dose series; inconclusive = inhibition above about 29% without an active follow-up result
NS5 inhibitors pilot replicate: recorded beside NS5 inhibitors, whose call it bears; inhibition, %; measured here: pilot screen replicate inhibition
An asterisk follows results filed as active; i = inactive; ? = inconclusive; [ ] = another dose, or the depositor's remark.

SMILES | K1F lysis inhibition | NS5 inhibitors | others
N#CC(=Cc1ccncc1)c1ccccc1 | 1.9% | 1%
COc1ccc(C(=O)c2ccccc2CN2C(=O)c3ccccc3C2=O)cc1 | -1.1% | 2%
Cc1ccncc1CNC(=O)c1ccccc1 | -1.9% | -6%
O=C1C=CC(=O)N1Cc1ccccn1 | 2.2% | -1%
CCCNc1ncnc2[nH]ncc12 | 2.4% | -8%
CC[C@H](C)[C@H]1CNC(=O)C(=O)N1CC1CCN(CCCc2ccc(OC)c(OC)c2)CC1 | 0.4% | 1% | NS5 inhibitors pilot replicate=0.3
COc1ccc(N2CC(C(=O)N3CCN(S(=O)(=O)c4ccc(F)c(F)c4)CC3)CC2=O)c(OC)c1 (stereo not given) | 0.9%[50 µM] | -11%
CCCCCCCCCCCCCCCC(=O)Nc1ccn(C2OC(CO)C(O)C2O)c(=O)n1 (stereo not given) | 3.9% | 2%
C=C[C@]12CC[C@H](OC(C)=O)CC1=CCC1C2CC[C@@]2(C)C1CCC21OCCO1 (stereo not given in full) | 0.3% | -1%
COc1ccc(C(CNC(=O)c2cc(S(=O)(=O)Nc3cccc(C)c3)ccc2C)N2CCOCC2)cc1 (stereo not given) | -0.3%[50 µM] | 0%
CCN1CCN(c2ccc(S(=O)(=O)N3CCOCC3)cc2NC(=O)CC(NC(C)=O)c2ccccc2)CC1 (stereo not given) | 0.8%[50 µM] | -14%
C=C(C)C(=O)N1CCN(C(=O)C(=C)C)c2ccccc21 | 3.8% | -1%
COc1cccc2c1C(=O)c1c(O)c3c(c(O)c1C2=O)C[C@@](O)(C(=O)CO)C[C@@H]3OC1CC(N)C(O)C(C)O1 (stereo not given in full) | i | ?
O=C(NN1CCCCCC1)c1ccccc1F | -1.3% | -4%
C#CCOCCOCCOCCNc1nc(N2CCN(C(=O)Cn3cc(CCO)nn3)CC2)nc(N2CCN(C(=O)[C@H](CCCCN)n3cc(CC(C)O)nn3)CC2)n1 (stereo not given in full) | 4.5% | -4%
Cc1cc(C)c2c(=O)[nH][nH]c2n1 | -0.5% | -3%
O=S(=O)(Nc1ccccc1)C1CCCCC1 | 3.3% | 4%
Cc1cc(CCNC=O)c(C)c2c1sc1ccccc12 | -2.0% | -5%
Cn1cc(C(=O)NCCc2ccccc2)c(=O)c2cc(S(=O)(=O)N3CCOCC3)ccc21 | 0.3% | 1%
CCN(C(=O)COC(=O)c1ccccc1Nc1ccccc1)c1c(N)n(Cc2ccccc2)c(=O)[nH]c1=O | 0.9%[50 µM] | 5%
Cc1ccccc1S(=O)(=O)N1C[C@H]2CON(C)[C@H]2C[C@H]1c1cccc(-c2ccccc2)c1 | 0.1% | -7% | NS5 inhibitors pilot replicate=-6.4
O=[N+]([O-])c1cccc(C=NN=C2c3ccccc3-c3ccccc32)c1 | 3.9% | 1%
NC(=O)c1ccc(OCc2ccccc2)nc1 | -0.1% | -2%
COc1cc(C=CC(=O)c2cc(OC)c(OC)c(OC)c2)cc(OC)c1OC | 9.9% | -15%
Cc1ccc(NC(=O)C(C)OC(=O)C2CC3CCCC(C2)C3=O)cc1S(=O)(=O)N1CCOCC1 (stereo not given) | 0.6%[50 µM] | -1%
Remaining list, next part.
SMILES | K1F lysis inhibition | NS5 inhibitors | others
Cc1ccc2c(c1C)C(=O)C(=O)N2 | 1.6% | 5%
O=[N+]([O-])c1ccc(NN=Cc2ccccc2O)nc1 | 0.0% | -19%
COc1ccc(C=C2SC(=S)NC2=O)cc1 | 1.5% | -7%
O=C1NC2(c3ccccc3)NC(=O)NC2(c2ccccc2)N1 (stereo not given) | -1.5% | 3%
O=[N+]([O-])c1ccc(COc2ccccc2CN2CCCC2)cc1 | -0.2% | -1% | NS5 inhibitors pilot replicate=-1.2
C/C(=N\Nc1ccccc1)c1cccs1 | -0.2% | -4%
COc1ccc(CCN2CC(C(=O)OC(C)C(=O)Nc3ccc(NC(C)=O)cc3)CC2=O)cc1OC (stereo not given) | 0.5%[50 µM] | -1%
O=C(O)C1=NN(c2cc(Cl)c(S(=O)(=O)O)cc2Cl)C(=O)C1 | -1.8% | 17%
CC(=O)C1CCC2C3CC(C)C4(O)CC(=O)CCC4(C)C3C(O)CC12C (stereo not given) | 1.9% | 2%
CCCCCCCCNCCS(=O)(=O)NCCCCCCCC | 0.0% | 3%
O=C(Nc1cccc(C(=O)N2CCCCC2)c1)C1CC1 | 0.2% | 1%
NC(N)=N/N=C(\N=Nc1ccccc1)c1cccc2cccnc12 | -2.6% | -4%
Cc1ccc(-n2cnc3c(=O)[nH]cnc32)cc1[N+](=O)[O-] | 0.3% | 3%
CC(C)C[C@H]1CNC(=S)N1CC1CCCN1C[C@H](CC(C)C)N1C[C@H](Cc2ccc(O)cc2)N(CC2CCCCCC2)C1=S (stereo not given in full) | 0.2% | -9%
CCOC(=O)c1c(NC(=O)CN2C(=O)N(C)C3(CCCCC3)C2=O)sc(C(=O)N(C)C)c1C | 0.8%[50 µM] | -3%
c1ccc(C2OCCN2c2ccccc2)cc1 (stereo not given) | 1.0% | -1%
Nc1cc2c(cc1Br)-c1ccc(F)cc1C2O (stereo not given) | -1.5% | 2%
COc1cc(C=NNc2nc3c([nH]2)c(=O)n(C)c(=O)n3C)ccc1O | -1.9% | 5%
C[C@H]1CN(S(=O)C(C)(C)C)[C@H](CCO)/C1=C\c1ccccc1 (stereo not given in full) | 0.1% | -6% | NS5 inhibitors pilot replicate=-2.1
Clc1ccc2c(c1)C1CC2CCN1Cc1ccccc1 (stereo not given) | 0.2% | -9% | NS5 inhibitors pilot replicate=-7.0
CC(=O)Nc1cc(=O)c2cccnc2[nH]1 | 0.7% | 18%
CCN(c1ccccc1)S(=O)(=O)c1ccc(Cl)c(NC(=O)CN(C)Cc2cccc(F)c2)c1 | -0.1%[50 µM] | 3%
CC[C@]12C(=O)N(C)C[C@H]([C@@H]3C(=O)N(Cc4ccccc4)C(=O)[C@@H]31)N2C(=O)c1ccc(F)cc1 | -0.6% | -5%
COc1oc(C(=O)NC2CCCCC2)c(-c2ccc(Cl)cc2)c1S(=O)(=O)c1ccccc1 | 3.9% | 0%
OCCNCc1cccc(-c2ccccc2)c1O | 1.4% | ?
Additional compounds
SMILES | K1F lysis inhibition | NS5 inhibitors | others
CN(C(=O)c1cccc(NC(=O)Cc2cccc(NC(=O)C3CCCN(C(=O)C4CC4)C3)c2)c1)C1CC1 (stereo not given) | 0.1% | -3%
CN(Cc1ccccc1)C(=O)c1ccc(NC(=O)Cc2ccc(NC(=O)C3CCN(C(=O)C4CCCCC4)CC3)cc2)cc1 | 0.3% | 2% | NS5 inhibitors pilot replicate=-1.8
c1ccc(-c2cn3ccccc3n2)cc1 | -3.1% | -4%
COc1ccc(CCN2CC(C(=O)OCC(=O)NC(Cc3ccccc3)C(C)=O)CC2=O)cc1OC (stereo not given) | -1.1% | 2%
O=S(c1ccccc1)C(c1ccccc1)c1ccccc1 (stereo not given) | 1.9% | 1%
O=C(NC1CC1)c1cccc(NC(=O)C2CCCC2)c1 | 0.1% | -3% | NS5 inhibitors pilot replicate=-1.8
OC[C@H]1O[C@@](CO)(O[C@H]2O[C@H](CO)[C@@H](O)[C@H](O)[C@H]2O)[C@@H](O[C@H]2O[C@H](CO)[C@@H](O)[C@H](O)[C@H]2O)[C@@H]1O | 1.6% | -1%
O=[N+]([O-])c1ccc(NC(c2ccccc2)c2ccc3cccnc3c2O)cc1 (stereo not given) | 0.1% | -3%
COc1cccc(CN(C)CCCn2ccc(NC(=O)OCc3ccccc3)nc2=O)c1 | 0.3% | -5%
O=C1NC(=S)SC1=Cc1ccc2c(c1)OCO2 | i | 4%
C(=NOCc1ccccc1)c1cccnc1 | 1.3% | 3%
c1csc(CCCN2CCCCC2)c1 | 0.3% | 0%
N#CCOc1ccccc1CNC[C@H]1O[C@@H](n2cnc(C(N)=O)n2)[C@H](O)[C@@H]1O | 0.2% | 0%
O=C1CCCc2c1oc1c2CCCC1 | -0.3% | -6%
c1ccc(CN2CCc3[nH]c4ccccc4c3C2)cc1 | -2.5% | 0%
Cc1nn(C2CC(O)C(O)C(CO)O2)c(=O)[nH]c1=O (stereo not given) | 2.3% | -1%
CCCCCCCCNS(=O)(=O)CCNC1CCCCC1 | 0.1% | -1%
CC(C)C[C@@H](CO)NS(=O)(=O)c1cc(Cl)ccc1F | 0.1% | -6%
Cc1cccc(C(=O)N2[C@@H](C(C)C)COc3cc(Br)ccc3S2(=O)=O)c1 | -0.1% | -3%
O=C(NCc1ccco1)c1ccc(C(=O)NCc2ccco2)cc1 | i | 4%
Cc1cc2c(=Cc3ccc(N(C)C)cc3)c3ccccc3n2[n+]1C | -8.3% | -17%
c1ccc(CCCCc2ccccn2)cc1 | 0.9% | -9%
COc1cc(/C=C/C(=O)Nc2ccc(S(=O)(=O)Nc3ncccn3)cc2)ccc1OCC#N | 0.2%[50 µM] | -1%
COc1cc(CCC(=O)OCC(=O)Nc2cc(S(=O)(=O)N3CCOCC3)ccc2Cl)cc(OC)c1OC | 0.1%[50 µM] | -10%
C=C(C)c1nc(Oc2ccccc2)nc(Oc2ccccc2)n1 | -0.8% | -9%
New compounds follow
SMILES | K1F lysis inhibition | NS5 inhibitors | others
COc1ccc(S(=O)(=O)N2CCC3CC2c2cc(N4CCOCC4)ccc23)cc1 (stereo not given) | 0.0% | 3% | NS5 inhibitors pilot replicate=0.6
OC(COc1ccccc1)CN1CCCCC1 (stereo not given) | 3.2% | 7%
CC(Sc1nnc(CN2CCCC2)n1Cc1ccccc1)C(=O)Nc1ccc(F)cc1Cl (stereo not given) | 0.0%[50 µM] | -4%
Cn1c(N)c(C(=O)COC(=O)c2cc(S(=O)(=O)NCc3ccccc3)ccc2O)c(=O)n(C)c1=O | -0.3%[50 µM] | -5%
CN(C)c1nc(N)c(C#N)c(C#N)c1C#N | -1.5% | -8%
Cc1cccc(CC2(O)C(=O)Nc3ccccc32)n1 (stereo not given) | -0.8% | -1%
CCC1(CC(C)C)SC(N)=NC1=O (stereo not given) | -1.9% | 10%
O=C1Nc2ccc(Br)cc2/C1=C/C(=O)c1ccccc1 | -6.9% | -33%
O=C(NN=Cc1ccc2c(c1)OCO2)c1ccncc1 | -1.8% | 9%
COc1cccc(NC(=O)CN(C)C(=O)c2cccc(NS(=O)(=O)c3ccc(Br)cc3)c2)c1 | -0.3%[50 µM] | -1%
CCN(Cc1ccccc1)c1ccccc1 | -0.9% | -1%
OCC1OCOC2C(CO)OCOC12 (stereo not given) | 6.5% | 1%
CCCCN(C(=O)c1ccc(N(C)S(=O)(=O)c2ccc(C)cc2)cc1)c1c(N)n(CC(C)C)c(=O)[nH]c1=O | 0.5%[50 µM] | 6%
O=C(/C=C/c1ccccc1)COC(=O)c1ccccc1 | -1.1% | -37%
Cc1c(N)cc(S(=O)(=O)O)cc1NC(=O)c1cccc([N+](=O)[O-])c1 | -1.8% | 2%
CC(=NNc1ccc([N+](=O)[O-])cn1)c1ccccc1 | -2.6% | 8%
O=S(=O)(CC=CCS(=O)(=O)c1ccccc1)c1ccccc1 | 0.6% | 11%
CN1CCC(n2[nH]c(-c3ccccc3)c(Cc3ccccc3)c2=O)CC1 | 1.2% | 2%
CCc1ccccc1NC(=O)CN1CCN(CC(=O)Nc2ccc3c(c2)OC2(CCCCC2)O3)CC1 | 1.2%[50 µM] | -8%
O=C(Cc1ccc(NC(=O)C2CCCN(C(=O)C3CCCC3)C2)cc1)Nc1cccc(C(=O)N2CCCCC2)c1 (stereo not given) | 0.3% | 3% | NS5 inhibitors pilot replicate=6.1

An excerpt from above in order of formula weight, rising.
SMILES | K1F lysis inhibition | NS5 inhibitors | others
CCC1(CC(C)C)SC(N)=NC1=O (stereo not given) | -1.9% | 10%
OCC1OCOC2C(CO)OCOC12 (stereo not given) | 6.5% | 1%
CCN(Cc1ccccc1)c1ccccc1 | -0.9% | -1%
CN(C)c1nc(N)c(C#N)c(C#N)c1C#N | -1.5% | -8%
OC(COc1ccccc1)CN1CCCCC1 (stereo not given) | 3.2% | 7%
Cc1cccc(CC2(O)C(=O)Nc3ccccc32)n1 (stereo not given) | -0.8% | -1%
CC(=NNc1ccc([N+](=O)[O-])cn1)c1ccccc1 | -2.6% | 8%
O=C(/C=C/c1ccccc1)COC(=O)c1ccccc1 | -1.1% | -37%
O=C(NN=Cc1ccc2c(c1)OCO2)c1ccncc1 | -1.8% | 9%
O=C1Nc2ccc(Br)cc2/C1=C/C(=O)c1ccccc1 | -6.9% | -33%
O=S(=O)(CC=CCS(=O)(=O)c1ccccc1)c1ccccc1 | 0.6% | 11%
Cc1c(N)cc(S(=O)(=O)O)cc1NC(=O)c1cccc([N+](=O)[O-])c1 | -1.8% | 2%
COc1ccc(S(=O)(=O)N2CCC3CC2c2cc(N4CCOCC4)ccc23)cc1 (stereo not given) | 0.0% | 3% | NS5 inhibitors pilot replicate=0.6
CCc1ccccc1NC(=O)CN1CCN(CC(=O)Nc2ccc3c(c2)OC2(CCCCC2)O3)CC1 | 1.2%[50 µM] | -8%
Cn1c(N)c(C(=O)COC(=O)c2cc(S(=O)(=O)NCc3ccccc3)ccc2O)c(=O)n(C)c1=O | -0.3%[50 µM] | -5%
COc1cccc(NC(=O)CN(C)C(=O)c2cccc(NS(=O)(=O)c3ccc(Br)cc3)c2)c1 | -0.3%[50 µM] | -1%
CCCCN(C(=O)c1ccc(N(C)S(=O)(=O)c2ccc(C)cc2)cc1)c1c(N)n(CC(C)C)c(=O)[nH]c1=O | 0.5%[50 µM] | 6%

Some of the compounds tested; count on the stated rates, not on these rows.
